# FBA Mtb inh = Mtb fructose-bisphosphate aldolase inhibition; P9WQA3; inhibition, % at 1 µM; purified M. tuberculosis FBA, fluorescence read-out; 2.3% of 360,000 active; in the data active = inhibition above about 27%;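 also: 0% = vehicle and 100% = reference inhibitor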
# Target sequence (P9WQA3 whole entry, looked up): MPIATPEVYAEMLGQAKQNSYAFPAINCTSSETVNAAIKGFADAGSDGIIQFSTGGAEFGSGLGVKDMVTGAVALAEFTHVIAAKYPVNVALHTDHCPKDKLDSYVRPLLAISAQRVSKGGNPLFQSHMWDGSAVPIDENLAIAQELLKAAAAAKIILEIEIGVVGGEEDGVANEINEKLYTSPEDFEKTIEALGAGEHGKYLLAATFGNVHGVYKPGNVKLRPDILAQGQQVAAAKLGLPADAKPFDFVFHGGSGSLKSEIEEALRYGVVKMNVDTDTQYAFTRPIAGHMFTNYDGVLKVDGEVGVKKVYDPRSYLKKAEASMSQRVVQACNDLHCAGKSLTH
# GDH-TPI counter = inhibits GDH-TPI coupling enzymes, artifact for Mtb FBA screen. GDH-TPI coupled enzyme counterscreen, NADH absorbance. inhibition, % at 4.8 µM. 1.2% of 360,000 active;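 also: 0% = DMSO wells and 100% = wells lacking the enzyme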
# BoNT-F LC inh = BoNT F light chain protease inhibition; inhibition, % at 10 µM; 0.22% of 360,000 active; Multiplex microsphere protease cleavage assay, flow cytometry; in the data active = inhibition above about 35%, passing the limit was not always enough; inconclusive = no clear call, values can overlap the other calls; also: plate controls were buffer without enzyme for full effect and enzyme alone for no effect
# CCHF vOTU inh = CCHFV vOTU protease inhibition; Pep-AMC fluorescence; inhibition, % at 11.5 µM; 0.55% of 370,000 active; also: 0% = vehicle wells with enzyme and 100% = no enzyme wells
# UGM FP inh = inhibitors of M. tuberculosis UDP-galactopyranose mutase. purified UGM, fluorescence polarization probe displacement. inhibition, % at 10 µM. 0.06% of 320,000 active; in the data active = inhibition above about 10%, passing the limit was not always enough; inconclusive = no clear call, values can overlap the other calls
# Target sequence (P9WIQ1 whole entry, looked up): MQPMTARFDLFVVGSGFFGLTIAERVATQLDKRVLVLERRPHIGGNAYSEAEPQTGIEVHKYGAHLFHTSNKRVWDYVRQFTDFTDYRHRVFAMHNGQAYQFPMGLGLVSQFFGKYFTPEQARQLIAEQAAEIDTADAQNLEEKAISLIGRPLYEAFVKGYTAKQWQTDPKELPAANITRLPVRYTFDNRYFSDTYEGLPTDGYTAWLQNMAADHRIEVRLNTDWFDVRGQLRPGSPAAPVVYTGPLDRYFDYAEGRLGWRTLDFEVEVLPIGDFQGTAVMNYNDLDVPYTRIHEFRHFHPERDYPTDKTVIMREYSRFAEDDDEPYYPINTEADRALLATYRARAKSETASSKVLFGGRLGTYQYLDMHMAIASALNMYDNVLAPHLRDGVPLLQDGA
# PrPC surface inh = reduces human prion protein on the cell surface | P04156 | cell surface PrPC, TR-FRET read-out | inhibition, % at 13.8 µM | 0.43% of 370,000 active; in the data active = inhibition above about 24%; also: 0% = median of the test wells and 100% = reference compound wells
# BoNT-A LC inh2 = inhibitors of Botulinum neurotoxin A light chain protease; multiplex microsphere protease substrate cleavage, flow cytometry; 0.17% of 360,000 active; AID 588499; inhibition, % at 10 µM; in the data active = inhibition above about 30%; inconclusive = no clear call, values can overlap the other calls; also: plate controls were buffer without enzyme for full effect and enzyme alone for no effect
# FadD28 binding = blocks FadD28 binding to the bisubstrate probe. fluorescence polarization. inhibition, % at 12.5 µM. 0.22% of 360,000 active. AID 588549; in the data active = inhibition above about 8.5%, passing the limit was not always enough; inconclusive = no clear call, values can overlap the other calls
# Mtb BioA inh = inhibitors of Mycobacterium tuberculosis BioA enzyme | inhibition, % at 9.99 µM | 0.096% of 360,000 active | purified M. tuberculosis BioA enzyme, plate reader; in the data active = inhibition above about 40%; inconclusive = no clear call, values can overlap the other calls
# The depositor's hits bear a star; ? = inconclusive; nt = not tested or not shown; & = joins results of further samples. Rule as the data show it, unless noted: active = inhibition above about 30%; inactive = the rest.
SMILES,FBA Mtb inh,GDH-TPI counter,BoNT-F LC inh,CCHF vOTU inh,UGM FP inh,PrPC surface inh,BoNT-A LC inh2,FadD28 binding,Mtb BioA inh
O=C(O)C1CCCCC1C(=O)NCc1cn2ccccc2n1 (stereo not drawn),14,13,-6,-5,2.9,-1,0.5,1.3,-1.1
COc1ccc(/C=C2/CCOC2=O)cc1,1,12,-10,6,-1.3,-5,-0.1,-0.1,nt
CCN1C(=O)[C@H]2[C@@H](c3ccc(C(F)(F)F)cc3)N[C@]3(CCCN(Cc4cccn4C)C3=O)[C@H]2C1=O,-3,9,-5,-2,nt,-7,1.3,-12,-1.1
CC(NC(=O)C1CCCN(S(=O)(=O)c2ccc(-n3cnnn3)cc2)C1)c1ccc(F)cc1 (stereo not drawn),1,2,-4,2,-1.4,-8,-1.6,0.6,-1.6
CCOc1cccc2cc(C(=O)NCc3ccc(OC)cc3)c(=N)oc12,0,0,4,0,-0.3,-9,-0.1,-0.7,-2.7
CC(C)(C)NC(=O)c1ccc(NC(=O)CSc2ccccc2)cc1,2,1,2,-6,-1.5,0,-1.4,0.4,nt
COc1ccccc1N(Cc1ccccc1)S(=O)(=O)c1cccc(C(=O)NC2CC(C)(C)NC(C)(C)C2)c1,2,2,-6,-2,0.5,-15,-0.1,-2.7,nt
CSc1ncc(CN2CCN(C3CCCCC3)C(CCO)C2)cn1 (stereo not drawn),-2,0,5,-2,0.4,-14,0.5,-0.6,nt
COc1ccc2cc3c(N)nn(C(=O)C4CCC(C(C)(C)C)CC4)c3nc2c1 (stereo not drawn),-1,2,-2,0,0.7,-2,0.4,-4.4,3.1
COc1cc(NC(=O)CCc2ccccc2)c(C(=O)O)cc1OC,1,1,nt,0,2.1,0,nt,1.1,-0.8
CCc1ccccc1-n1c(-c2ccncc2)n[nH]c1=S,-3,-1,-2,-2,0.2,-2,-2.1,-0.2,nt
COC(=O)/C=C1\SC(=NC(=O)c2ccc(OC)cc2)NC1=O,2,-3,-8,10,-0.2,4,-0.9,-1.6,-1.5
O=C(CSc1ncnc2c1oc1ccccc12)NCc1ccc(F)cc1,-1,0,-10,-11,-1.4,12,-0.6,-4.3,-1.8
Cc1ccc(-c2nn(-c3cc(Cl)ccc3[N+](=O)[O-])c(=O)c3ccccc23)cc1C,-1,8,-12,-2,3.4,-5,-0.1,-2.3,2.9
CC(=O)Nc1ccc(-c2ccnc3c2CC(C)(C(=O)NC(C)C)O3)cc1 (stereo not drawn),9,2,-3,5,nt,0,-0.1,-0.3,0.3
CCN(C(=O)COC(=O)c1ccc(Br)o1)C1CCCCC1,3,0,-6,-3,-0.6,-6,-0.2,0.2,-3.3
O=C(Cc1ccc(F)cc1)NC1CCS(=O)(=O)C1 (stereo not drawn),-2,5,8,-1,0.7,-5,0.8,0.7,-3.4
CN(C)S(=O)(=O)c1ccc(C(=O)Nc2ccc3c(c2)CCC3)cc1,0,1,?,-10,0.2,7,-1.3,-1.5,-1.2
CC1(c2ccccc2)NC(=O)N(CC(=O)Nc2ccccc2N2CCCCC2)C1=O (stereo not drawn),-3,4,6,4,0.1,7,4.2,-3.5,6.1
CN1C(N)=NC(=O)/C1=C/c1ccc(OC(F)(F)F)cc1,1,8,-4,8,-0.7,-23,-0.4,-0.5,-0.4
Cc1cc(C(=O)NC(Cc2c[nH]c3ccccc23)C(=O)O)c(C)o1 (stereo not drawn),2,4,?,-13,0.3,-1,3.3,-0.5,-3.7
CSc1ccccc1NC(=O)CN(C)C(C)C(=O)Nc1ccc(C#N)cc1 (stereo not drawn),6,-1,5,3,0.4,0,-0.2,-4.8,2.0
C=C1C(=O)[C@]23C[C@H]1CC[C@H]2[C@]1(C)[C@@H](OC(C)=O)CC[C@@](C)(C(=O)O)[C@H]1C[C@@H]3O,-1,nt,1,1,nt,11,-0.5,0.3,-1.4
O=C(CCSc1nc(-c2ccc3c(c2)OCO3)cc(C(F)(F)F)n1)NCc1ccccc1,4,28,13,6,-0.7,-2,1.0,-0.3,0.2
O=C(c1ccc2nc(Cc3cccc(Cl)c3)oc2c1)N1CCC[C@H]1CO,7,-1,12,10,-0.4,2,0.8,0.1,-0.3
O=C1[C@@H]2C(c3cccnc3)=NO[C@@H]2C(=O)N1c1ccc2ccccc2c1,1,-1,-50,-2,-0.5,4,-4.1,-1.9,nt
CCc1nnc(NC(=O)CSc2nc(-c3ccc(F)cc3)cc(-c3ccccc3)c2C#N)s1,0,4,-3,-6,nt,6,0.5,0.0,nt
COc1ccc(CCNc2cc(C)nc3c(-c4ccccc4)c(C)nn23)cc1OC,3,-6,0,-16,-3.5,2,-0.4,-2.5,1.8
O=C(NCC(=O)N1CCN(c2ncc(C(F)(F)F)cc2Cl)CC1)c1ccc(Br)o1,-2,-3,6,14,-2.5,-2,0.4,-1.0,-0.8
COc1cccc(N2CC(C(=O)Nc3nnc(SCc4cccnc4)s3)CC2=O)c1 (stereo not drawn),0,6,-10,-15,0.9,6,0.6,2.0,nt
C=CC(C)(C)c1cc2cc3ccoc3cc2oc1=O,0,8,-3,4,1.0,15,0.2,-2.5,11
COc1cccc(CN2CCC2(C)C(=O)Nc2cccc3cccnc23)c1F (stereo not drawn),2,20,3,0,nt,4,0.1,-4.3,-2.4
CC(=O)C1=C(C)NC(SCC(N)=O)=C(C#N)C1c1cccs1 (stereo not drawn),1,6,-12,9,0.5,2,-2.4,-2.3,2.0
CC(=O)Nc1ccc(S(=O)(=O)NCc2ccncc2)cc1,6,2,2,-7,-0.7,13,0.8,0.7,-3.1
O=C(CN1C(=O)NC2(CCCCC2)C1=O)Nc1cc(C(F)(F)F)ccc1N1CCOCC1,3,-4,?,5,nt,-5,-2.3,0.0,0.5
C[C@H]1CN([C@@H](C)CO)S(=O)(=O)c2ccc(Br)cc2O[C@@H]1CN(C)C(=O)Nc1ccc2c(c1)OCO2,-1,3,-4,3,nt,7,-0.5,-2.2,1.4&1.1
Cc1cc(C)c2cc(C#N)c(SCC(=O)NCc3ccco3)nc2c1,6,6,?,6,3.0,10,2.2,-4.3,-1.4
CC(=O)c1ccc(S(=O)(=O)N(C)C(C)CCc2ccco2)cc1 (stereo not drawn),0,10,2,12,2.2,-4,-0.8,1.8,0.3
COc1cccc(F)c1C(C[N+](=O)[O-])c1c(N)n(C)c(=O)n(C)c1=O (stereo not drawn),2,7,-6,3,-2.6,-2,-1.3,0.8,-3.5
CC(C)(C)OC(=O)CNC(=O)c1nc[nH]c1C(=O)N1CCc2ccccc2C1,-2,-7,-2,5,-0.1,-7,0.0,-0.7,-0.3
N#Cc1ccccc1CSc1ccccn1,2,7,-16,-11,-2.3,7,-1.8,-1.7,-0.4
O=C(Nc1ccc(N2CCOCC2)c(S(=O)(=O)Nc2ccc(Cl)cc2)c1)c1cnccn1,-2,19,-5,0,-0.9,16,-0.1,-1.0,10
Cc1cc(C)cc(OCc2nnc(SCC(=O)c3ccccc3)o2)c1,0,-3,-2,5,0.9,-2,?,-4.8,-1.0
CC(=O)N1C2=CCCC3CCCCC23c2ccccc21 (stereo not drawn),2,0,17,-6,nt,5,1.6,-1.8,nt
CC1(C)Cc2c(c(N3CCOCC3)nc3sc(C(=O)Nc4ccccc4)c(N)c23)CO1,6,18,nt,21,1.0,5,nt,-3.1,-1.1
Cn1c(CNc2ccc(Cl)cc2)nnc1SCCN1CCCCC1,-5,-1,0,1,0.9,-5,-0.1,-0.3,4.9
CCC1CCCCN1S(=O)(=O)c1ccc(NC(=O)c2snnc2C)cc1 (stereo not drawn),0,3,-4,-1,-2.2,0,-1.6,-1.6,1.4
O=C(Nc1nc2ccccc2n1CCN1CCOCC1)c1ccc(Cl)cc1,-4,1,?,-3,3.1,-6,?,-3.5,nt
CCOC(=O)C(=O)Nc1nnc(CCc2ccccc2)s1,-4,1,-5,-2,0.9,2,-0.6,-0.9,-1.0
O=C(NCCCN1CCOCC1)c1ccc2nc(Cc3cccc(Cl)c3)oc2c1,1,-10,-1,-6,1.5,-4,1.4,-1.5,-0.1
CC(=O)c1c(N2CCOCC2)nc2ccc(Cl)cc2c1-c1ccccc1,-2,0,7,7,-0.4,-5,-0.2,-1.1,nt
CCCCn1c(SCC(=O)N2CCOCC2)nnc1-c1ccoc1C,0,-2,-15,4,0.6,-2,-0.8,-4.7,0.4
Cc1cc(C)n(Cc2ccc(C(=O)NN)o2)n1,2,4,6,1,2.8,-7,-0.3,-1.5,nt
COc1ccc2oc(C(=O)OCC(=O)N(C)Cc3ccccc3)c(C)c2c1,31*,2,nt,-1,-0.4,1,nt,-3.4,-0.2
Cc1ccc(C(=O)NCCCNCCCN(C)C)cn1,-1,8,-6,1,1.8,4,0.3,-3.4,-1.5
CN1c2cccc3cccc(c23)N(C)C1c1cccs1,-1,13,-15,-1,1.5,1,-0.6,0.8,nt
Cc1ccc(C(=O)N/N=C2\CC3CC=CC23)c(C)c1 (stereo not drawn),2,-1,-5,12,2.2,7,-0.2,-0.9,nt
CC(C)Cn1c(=S)[nH]c2cc(Cl)ccc21,3,4,1,0,-1.8,8,-2.1,-3.8,1.3
Cc1cccc(CN2CCN(Cc3nc4c(s3)CCCC4)CC2CCO)n1 (stereo not drawn),-4,1,-5,-9,0.2,-3,0.1,-0.1,nt
CCCCCCCCCc1nc2sc3c(c2c(=O)n1NC(=O)c1ccccc1[N+](=O)[O-])CC(C)(C)OC3,-1,1,-5,17,-1.2,-11,0.0,-2.0,nt

# As a working copy, 5 of the compounds above.
SMILES,FBA Mtb inh,GDH-TPI counter,BoNT-F LC inh,CCHF vOTU inh,UGM FP inh,PrPC surface inh,BoNT-A LC inh2,FadD28 binding,Mtb BioA inh
O=C(O)C1CCCCC1C(=O)NCc1cn2ccccc2n1 (stereo not drawn),14,13,-6,-5,2.9,-1,0.5,1.3,-1.1
COc1ccc(/C=C2/CCOC2=O)cc1,1,12,-10,6,-1.3,-5,-0.1,-0.1,nt
CCN1C(=O)[C@H]2[C@@H](c3ccc(C(F)(F)F)cc3)N[C@]3(CCCN(Cc4cccn4C)C3=O)[C@H]2C1=O,-3,9,-5,-2,nt,-7,1.3,-12,-1.1
CC(NC(=O)C1CCCN(S(=O)(=O)c2ccc(-n3cnnn3)cc2)C1)c1ccc(F)cc1 (stereo not drawn),1,2,-4,2,-1.4,-8,-1.6,0.6,-1.6
CCOc1cccc2cc(C(=O)NCc3ccc(OC)cc3)c(=N)oc12,0,0,4,0,-0.3,-9,-0.1,-0.7,-2.7

# Continued.
SMILES,FBA Mtb inh,GDH-TPI counter,BoNT-F LC inh,CCHF vOTU inh,UGM FP inh,PrPC surface inh,BoNT-A LC inh2,FadD28 binding,Mtb BioA inh
CC(=O)N1CCN(S(=O)(=O)c2cccc(C(=O)OCC(=O)N3CC(=O)Nc4ccccc43)c2)CC1,4,-2,-3,-11,1.3,3,-1.3,-0.4,nt
O=C1NN(c2ccccc2)C(=O)C2C1C1C=CC2C12CC2 (stereo not drawn),-3,11,5,0,0.6,-1,0.2,0.2,-1.1
O=C(c1ncc[nH]1)c1ccccc1Cl,-1,5,12,15,-1.0,-5,-7.2,0.7,-1.1
CCN(CC)CCN(C(=O)c1cc2ccccc2cc1OC)c1nc2ccc(F)cc2s1,5,13,-2,20,0.2,5,1.3,-1.3,-0.8
O=C(NCC1CCCO1)C1CCN(C2CCN(Cc3ccco3)CC2)CC1 (stereo not drawn),2,6,-2,-14,-0.1,3,-0.3,-1.8,-2.6
Cc1ccc(C)c(S(=O)(=O)N2CCN(C(=O)CCC(=O)c3cc(C)sc3C)CC2)c1,-3,-6,10,10,4.1,5,3.4,-5.9,-0.7
CC1=C(C(=O)Nc2cccc(C(=O)N3CCC(C(N)=O)CC3)c2)SCCO1,-1,-4,-8,7,-1.6,-4,-2.0,-1.8,0.0
CCNC(=S)N(Cc1ccccc1)Cc1nc2ccccc2c(=O)[nH]1,14,-1,7,0,4.2,-1,1.0,-4.3,-0.6
COc1ccc(Cl)cc1N1C(=O)C2CCCN2C1c1cccc(F)c1 (stereo not drawn),-1,-2,-4,1,1.1,0,-0.3,-4.2,-0.1
COc1ccccc1NC(=O)COc1ccc(C(=O)OCC(=O)NC(C)(C)C)cc1OC,-2,9,-6,20,3.1,10,-2.2,-0.6,nt
CC1CN(CCOc2ccccc2-c2ccccc2)CC(C)O1 (stereo not drawn),0,0,0,2,1.4,-4,0.2,-1.3,2.0

# From PubChem BioAssay
